All columns: NCI-60 one-dose screen, growth in % after 48 h at 10 µM unless noted; 100 = growth as untreated, 0 = no growth, -100 = all killed.
BT-549 – BT-549 breast cancer. 78,000 tested, 4.4% active
SK-MEL-28 – SK-MEL-28 melanoma; 81,000 tested, 4.1% active
MDA-MB-231 – MDA-MB-231 breast cancer; AID 1794789; 81,000 tested, 5% active
MDA-MB-468 – MDA-MB-468 breast cancer. 78,000 tested, 8.5% active
MCF7 – MCF7 breast cancer; 82,000 tested, 6.3% active; AID 1794796
HS 578T – HS 578T breast cancer | 78,000 tested, 4.1% active | AID 1794788
LOX IMVI – LOX IMVI melanoma. 79,000 tested, 7.4% active
T-47D – T-47D breast cancer; 79,000 tested, 5% active
Numbers without * were called inactive; nt = not tested or not shown; & = joins results of further samples; [ ] = another dose, or the depositor's remark. The calls were made as follows: active = growth percent below 10; inactive = the rest. No enrichment for hits; any-hit rate near 12%.

SMILES	BT-549	SK-MEL-28	MDA-MB-231	MDA-MB-468	MCF7	HS 578T	LOX IMVI	T-47D
Cc1c(-c2cnc3ccc(Cl)cc3c2C(=O)O)nnn1-c1ccc([N+](=O)[O-])cc1	94	113	98	118	92	106	104	91
O=c1[nH]c2cc(-c3ccc4ncnc(N5CCc6cc(F)c(Cl)cc65)c4c3)cnc2[nH]1	98	107	87	36	71	79	83	77
O=c1[nH]nc2c3[nH]cnc3ncn2c1=O	116	106	104	106	105	82	108	104
Cc1cc(C)n(C(=O)CSc2nnc3n(Cc4ccccc4)c(=O)c4c(C)c(C(N)=O)sc4n23)n1	107	103	102	121	92	93	96	105
CC[n+]1ccc(Nc2ccc(NC(=O)c3ccc(Nc4cc[n+](CC)c5ccc(N)cc45)cc3)cc2)cc1	81	98	117	87	66	97	94	81
O=C1C=CC(=O)N1c1ccc([N+](=O)[O-])cc1	105&98	111&121	112&114	89&96	94&104	113	101&74	97&103
Cc1cccc(C)c1NC(=O)N/N=c1\cc(C)c2ccc(O)cc2o1	97	105	99	109	100	113	104	95
O=S(=O)(c1cccc(C(F)(F)F)c1)N(CCCCN(S(=O)(=O)c1cccc(C(F)(F)F)c1)S(=O)(=O)c1cccc(C(F)(F)F)c1)S(=O)(=O)c1cccc(C(F)(F)F)c1	107	106	93	79	98	96	95	93
C#Cc1cccc(NC(=O)c2ccccc2NC(=O)C=C)c1	102[8.25 µM]	109[8.25 µM]	102[8.25 µM]	71[8.25 µM]	82[8.25 µM]	90[8.25 µM]	97[8.25 µM]	77[8.25 µM]
CCOC(=O)c1c(N)nn(C)c1Nc1ccccc1	111	104	118	102	90	96	98	100
Cc1nc2c(cnn2CCO)c(=O)[nH]1	100	109	108	107	99	111	104	101
NS(=O)(=O)c1ccc(N=Nc2c(O)n(CC(=O)Nc3ccccc3Br)c3ccccc23)cc1	0.2*	25	11	36	11	46	nt	38
CCOC1c2ccccc2N(C)C(=S)N1c1ccccc1 (stereo not drawn)	101	110	86	92	97	106	94	96
CCCCCCCC(=O)SCC/C=C/[C@@H]1CC(=O)NCc2cccc(n2)CN(Cc2ccc3ccccc3c2)CC(=O)N[C@@H](C(C)C)C(=O)O1	88	nt	27	7.6*	27	35	5.4*	44
NC(=Nc1ccccc1)C(N)=Nc1ccccc1	91	107	93	108	98	92	95	91
Nc1ccccc1-c1ccc(-c2ccc(Cl)cc2)c2c1[nH]c1ccccc12	85	97	62	91	69	82	72	60
COc1cccc(-c2nonc2CC(O)c2ccccn2)c1 (stereo not drawn)	96	102	102	103	102	98	104	100
CCOC(=O)c1cc(-c2ccccc2)nc2ccc(C)cc12	86	119	116	98	98	112	94	94
CNS(=O)(=O)c1cc(C)ccc1C	108	111	100	108	101	128	103	143
O=S1(=O)c2ccccc2N(c2ccccc2)c2nc(CSc3nc4ccccc4s3)nn21	119	nt	97	nt	65	99	91	72
Nc1c(C(=O)Nc2ccccc2)sc2nc3c(cc12)CCCC3	67	56	56	31	16	37	53	47
COc1ccc(CN2CCc3c(Sc4ccc(C(C)C)cc4)nc(N)nc3C2=O)c(OC)c1	107	105	104	114	84	105	109	83
O=C(O)Cc1c[nH]c2ccccc12	132	108	97	105	99	101	94	104
O=C(N=Nc1c(O)[nH]c2ccccc12)Nc1ccccc1	83	103	106	102	96	111	96	82
CN(C)CC(CN(C)C)C(O)c1ccccc1 (stereo not drawn)	101	105	114	nt	98	108	98	95
COc1ccc(/C=C/c2nc3ccccc3c3nnc(-c4ccc(Cl)cc4)n23)cc1	96	101	67	51	43	92	40	54
O=C(NC1CCCCC1)C(c1cccs1)N(CCc1ccccc1)C(=O)c1ccco1 (stereo not drawn)	103	105	98	94	88	94	95	85
Cc1ccc(C(=O)c2ccc([N+](=O)[O-])cc2)cc1	108	133	127	104	117	119	106	103
COc1cccc(NC(=O)Nc2ccc(Nc3ncnc4sc5c(c34)CCCC5)cc2)c1	86	93	89	114	86	74	94	66
O=C(Nc1cccc(Cl)c1)Oc1c(Cl)c(Cl)c(Cl)c(Cl)c1Cl	89	109	94	110	85	83	96	80
CCC1N=C(N)N=C(N)N1c1ccc(Cl)cc1 (stereo not drawn)	100	101	99	81	91	97	69	96
CN(C)C(=O)C1=NC(CO)C(=O)N(c2ccccc2)N1 (stereo not drawn)	108	102	107	93	97	117	75	103
Cc1ccc(CNc2ccc3nc(CCC4CCCCC4)[nH]c3c2)cc1	88	38	53	-13*	22	56	50	3.6*
NNC(=O)c1csnn1	98	109	104	108	89	103	100	85
C/C(=N/O)c1ccc(N2C(=O)c3ccc(C(C)(C)C)cc3C2=O)cc1	100	94	98	83	89	108	54	73
CSc1nc2ccccc2c(=O)n1CCc1ccc(S(N)(=O)=O)cc1	121	115	96	101	99	96	103	97
CCOC(=O)c1sc(/N=C2\NC(=O)/C(=C/c3ccc(OC)cc3)S2)nc1C	88	99	95	96	91	106	90	89
Fc1ccc(-c2cnc3nonc3n2)cc1F	97	109	94	99	95	92	103	95
Cc1cc(Br)c2nsnc2c1[N+](=O)[O-]	45	63	30	-25*	10	47	8.4*	25
COc1cc2nc(SCC(=O)NNS(=O)(=O)c3ccccc3)n(-c3ccc(Cl)cc3)c(=O)c2cc1OC	80	92	95	87	86	104	93	91

Compound profiles (already shown). Order of screens: BT-549, SK-MEL-28, MDA-MB-231, MDA-MB-468, MCF7, HS 578T, LOX IMVI, T-47D
`O=C(Nc1cccc(Cl)c1)Oc1c(Cl)c(Cl)c(Cl)c(Cl)c1Cl` in the list: 89, 109, 94, 110, 85, 83, 96, 80
`Cc1ccc(CNc2ccc3nc(CCC4CCCCC4)[nH]c3c2)cc1` in the list: 88, 38, 53, -13*, 22, 56, 50, 3.6*
`COc1cccc(NC(=O)Nc2ccc(Nc3ncnc4sc5c(c34)CCCC5)cc2)c1` in the list: 86, 93, 89, 114, 86, 74, 94, 66
`COc1ccc(CN2CCc3c(Sc4ccc(C(C)C)cc4)nc(N)nc3C2=O)c(OC)c1` in the list: 107, 105, 104, 114, 84, 105, 109, 83
`COc1ccc(/C=C/c2nc3ccccc3c3nnc(-c4ccc(Cl)cc4)n23)cc1` in the list: 96, 101, 67, 51, 43, 92, 40, 54

Following part:
SMILES	BT-549	SK-MEL-28	MDA-MB-231	MDA-MB-468	MCF7	HS 578T	LOX IMVI	T-47D
O=C(Nc1ccc(O)cc1)c1ccc(-n2c(=O)[nH]c3ccccc3c2=O)cc1	106	111	106	102	100	104	103	98
Cc1cc(C)n(C(=O)c2sc(=S)n(-c3ccccc3)c2N=[N+]=[N-])n1	105	110	100	96	95	108	103	107
O=S(=O)(c1cnc2c(c1)Oc1ccccc1-c1cc(CN3CCCC3)nn1-2)N1CCCC1	105	102	102	68	88	95	104	109
Cc1ccc(O)c(C(=O)c2c[nH]c(=O)c(-c3ccccc3)c2)c1	109	112	100	110	92	99	96	82
O=C(O)CCCCCNC(=O)c1ccccc1	97	108	109	108	99	107	120	96
COc1cc2c(c(OC)c1OC)C(=O)CO2	113	115	110	112	105	105	99	102
COc1cc2c(cc1OC)C(c1c(Cl)cccc1Cl)=NCC2	61	87	58	42	81	99	52	65
CSCCCO	108	97	111	98	90	105	103	102
COc1ccccc1OCC(O)CO (stereo not drawn)	107	108&96	111&114	93&114	105&94	107&62	100&99	105&91
CSC1=NC2C(N(C)C(=O)N2c2ccccc2)N1/N=C/C=C/c1ccccc1 (stereo not drawn)	100	93	95	96	94	87	87	99
N#Cc1c(-c2ccc(Cl)cc2)nc(SCC(=O)Nc2nc(-c3ccccc3)cs2)[nH]c1=O	83	107	94	102	96	93	95	79
COc1cc(-c2nc(-c3ccccc3)[nH]c2-c2ccnc(NCCCNS(=O)(=O)c3ccc(C)cc3)n2)ccc1Cl	89	77	81	69	46	96	56	44
Clc1ccc(/C=N/Nc2nc3ccccc3s2)cc1Cl	109	117	101	nt	76	103	101	92
CCCc1n(Cc2ccc3ccccc3n2)cc[n+]1Cc1ccc2ccccc2n1	14	19	18	-40*	15	59	18	7.2*
COc1c(O)c(OC)c(Br)c(Br)c1Br	86	99	110	nt	98	111	105	103
O=C(/C=C/c1ccccc1)c1ccc(Nc2nc(Nc3ccc(F)cc3)nc(Nc3ccc(Cl)cc3)n2)cc1	101	91	81	nt	30	100	85	62
COCCCNc1nc2ccccc2c2c(=O)c3cc(OC)ccc3sc12	99	105	80	76	52	95	85	91
O=C(Nc1ccc(Cl)c(Cl)c1)N1CCN(c2cc(-c3cn(-c4ccccc4)nc3-c3cccc(O)c3)ccn2)CC1	78	67	59	32	42	60	46	14
COc1cccc(Cn2c(-c3cncs3)nc3ccccc32)c1	118	111	106	86	95	103	103	96
COc1cc(NC2=C(Cl)C(=O)c3nc(C)ccc3C2=O)cc(OC)c1	24	-73*	-29*	-78*	-52*	-33*	-83*	-56*

Sorted by molecular weight (descending): 3 of the compounds above.
SMILES	BT-549	SK-MEL-28	MDA-MB-231	MDA-MB-468	MCF7	HS 578T	LOX IMVI	T-47D
O=S(=O)(c1cnc2c(c1)Oc1ccccc1-c1cc(CN3CCCC3)nn1-2)N1CCCC1	105	102	102	68	88	95	104	109
Cc1ccc(C(=O)c2ccc([N+](=O)[O-])cc2)cc1	108	133	127	104	117	119	106	103
CSCCCO	108	97	111	98	90	105	103	102

Further entries
SMILES	BT-549	SK-MEL-28	MDA-MB-231	MDA-MB-468	MCF7	HS 578T	LOX IMVI	T-47D
CCc1onc(-c2ccc(OC)cc2)c1-c1ccccc1OCCN(CC)CC	81	100	93	80	96	90	72	92
CC(=O)ON1CCCC(P(=O)(OCOC(=O)C(C)(C)C)OCOC(=O)C(C)(C)C)C1=O (stereo not drawn)	-1.2*	-47*	-6.5*	-21*	-1.8*	1.3*	9.2*	16
CC1(C)CCc2cc(-c3ccn(S(=O)(=O)c4ccc(Cl)cc4)n3)ccc2O1	89	95	76	49	71	99	72	54
COc1ccc(CNC(=O)c2c(C)n([O-])c3ccccc3[n+]2=O)cc1	77	104	103	nt	91	111	97	81
COc1ccc(-c2cc(-c3cccn3C)c(C#N)c(=O)n2C(C)=O)cc1OC	107	128	121	102	96	134	101	91
NC(CSC1(c2cccc3ccccc23)c2ccccc2-c2ccccc21)C(=O)O (stereo not drawn)	97	93	94	80	89	77	99	108
O=C(/C=C\c1ccc(O)c(O)c1)O[C@@H]1C[C@](O)(C(=O)O)C[C@@H](O)[C@H]1O	104	104	107	110	93	90	99	85
CCOC1=NCCCCC1	101	101	nt	100	97	97	93	nt
CCN1C(=S)N(CC)C2C1NN=c1s/c(=C3\C(=O)Nc4ccccc43)c(=O)n12 (stereo not drawn)	101	112	89	109	99	102	95	nt
O=C(Nc1ccc(OCc2nnc(-c3ccc(Cl)cc3)o2)c(F)c1)Nc1ccc(Cl)c(C(F)(F)F)c1	-14*	20	nt	-25*	3.2*	15	3.2*	4.6*
O=C1c2ccccc2C(=Cc2ccccc2)c2ccccc21	-3.9*	18	-21*	-7.1*	nt	nt	4.6*	29
CCNc1nnnn1CC	110	113	103	101	96	102	99	106
N/N=C1\c2ccccc2C(=O)C1C(=O)C(c1ccccc1)c1ccccc1 (stereo not drawn)	95	112	87	118	94	101	90	105
Brc1ccc2nc(-c3c(-c4ccccc4)nc4ncccn34)[nH]c2c1	88	98	98	87	99	nt	nt	84
CC(=O)O[C@]1(C(C)=O)CC[C@H]2[C@@H]3C[C@@H]4O[C@@]45C[C@@H](O)CC[C@]5(C)[C@H]3CC[C@@]21C	110	112	123	107	103	nt	103	118
OC(CCl)Cc1cccc(C(F)(F)F)c1 (stereo not drawn)	94	106	118	110	90	103	98	94
COc1ccc(N2CCN(Cc3ccc(-c4nn5c(=O)c(Cl)c(C)nc5s4)cc3)CC2)cc1	93	96	102	78	87	112	97	68
O=C1C(=O)N(Cc2cn(Cc3ccccc3)nn2)c2ccccc21	92	106	93	94	89	103	94	98
CC(C)(C)n1cc(-c2ccnc(NCCCNS(=O)(=O)c3ccc(Cl)cc3)c2)c(-c2ccccc2)n1	83	96	82	70	66	97	72	50
O=C(/C=C/c1cn(-c2ccccc2)nc1-c1ccc(Br)cc1)c1cc2ccccc2oc1=O	132	105	99	94	74	91	97	97
CCc1ccc(-c2ccc(COc3ccc(CC4SC(=O)NC4=O)cc3)cc2)cc1 (stereo not drawn)	nt	85	77	35	59	81	63	41
COc1ccc(Cn2cc(CSc3nc4ccccc4s3)nn2)cc1	100	101	100	91	95	95	106	88
CC(C)OC(=O)N1CCN(C(=O)OC(C)C)CC1	103	111	105	98	95	104	102	103
N#Cc1cnc2ccc(NCc3cnc[nH]3)cc2c1Nc1ccc(F)c(Cl)c1	74	98	78	nt	92	91	58	57
O=[N+]([O-])c1ccc(NC(=S)NNC(=S)Nc2ccc(F)cc2)cc1	97	98	92	75	82	102	72	74
Cc1cc(C)c2c(N)c(C(=O)c3ccc(-c4ccccc4)cc3)sc2n1	115	103	106	116	83	101	102	98
CCOC(=O)C1=C(N)N(c2ccc(C)cc2)C2=C(C(=O)CC(C)(C)C2)C1c1ccccn1 (stereo not drawn)	70	115	87	18	88	107	107	103
C#CC(=O)Nc1cccc(Nc2nc3c(c(NCc4ccccc4)n2)CCCC3)c1	-70*	-85*	-72*	-55*	-40*	-5.4*	-87*	-39*
COC(=O)c1cc(=O)c(O)c2c(O)c(O)ccc2c1	89	99	75	91	77	77	82	88
CC12CCC(O)C(C)(C)C1CCC1=C2CCC2(C)C(c3ccoc3)CCC12C (stereo not drawn)	99	118	90	96	120	91	78	84
O=C(Nc1cc(-c2cccnc2)nc(NCCCN2CCOCC2)n1)c1cc(Br)cc(C(F)(F)F)c1	nt	-50*	33	53	39	54	-17*	46
Cc1nc(-c2nc(-c3ccccc3)c(-c3ccccc3)[nH]2)sc1C	106	109	102	104	85	99	100	94
COc1nccc2cc3c(=O)n4c(cc5ccccc54)c(=O)n3c12	104	109	90	89	49	106	97	68

Screening data from PubChem.
